Screening results: PubChem, National Center for Advancing Translational Sciences (NCATS)
S2 tox = reduces viability in counter-screen for ATXN expression inhibitors; S2 cells (HEK-293 line with an ATXN2-luciferase reporter) viability, CellTiter-Fluor protease fluorescence, 24 h; Potency, µM (doses to about 56.7 µM), actives largely listed as cytotoxic; hit rate 0.49% among 400,000; AID 651635; further: potency means the concentration at half of the fitted maximal effect; nearly all actives have a fitted effect of over 40% in size
SW480 rerep = inducers of DNA re-replication in SW480 colon cancer cells. hit rate 1.8% among 340,000. SW480 DNA re-replication, Hoechst DNA content imaging, 48 h. Potency, µM (titrated, usually from 46.1 µM), for inactives: at the highest dose re-replication activation, most hits filed as activators; further: potency means the concentration at half of the fitted maximal effect; % of control where 0% means no effect; nearly all actives have a fitted effect of over 55% in size
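Image-based read-out: total Hoechst fluorescence of nuclei (405 nm excitation, 500-530 nm emission), with hits raising the fraction of high-intensity nuclei. SW480 colon cells incubated 48 hr with compounds at 37 C.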
HT1080 IDH1KD tx = HT-1080 IDH1 knockdown cell toxicity (counter line). HT-1080 IDH1 knockdown viability, ATP luminescence, 48 h. Potency, µM (top dose mostly 46.1 µM), for inactives: top-dose activity, negative = toxicity, actives largely listed as cytotoxic. AID 686971. hit rate 2% among 360,000;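 further: potency means the concentration at half of the fitted maximal effect; 0% = DMSO wells and -100% = cell-free medium wells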
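IDH1KD HT-1080 cells, 750/well, RPMI + 5% FBS; compound pinned after 2 h settling; 48 h, 37 °C; CellTiter-Glo luminescence; % activity normalised to DMSO and no-cell wells; curves fitted, classed by r2 and efficacy.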
KB-3-1 cytotox = kills parental KB-3-1 adenocarcinoma cells | KB-3-1 viability, CellTiter-Glo ATP luminescence, 72 h | Potency, µM (titrated, usually from 46.1 µM), for inactives: top-dose activity change, negative = cytotoxic, actives largely listed as cytotoxic | hit rate 1.4% among 400,000; further: potency means the concentration at half of the fitted maximal effect; on the % scale 0 is the no-effect control and ±100 the full control effect; nearly all actives have a fitted effect of over 60% in size
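Using CellTiter-Glo luminescence, growth of non-resistant KB-3-1 adenocarcinoma cells is assessed 72 h after pin-tool compound addition at 37 °C. Normalized responses across the concentration series yield fitted curves.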
HT1080-NT tox = kills 2HG-producing HT-1080-NT fibrosarcoma cells; Potency, µM (highest dose often 46.1 µM), without a hit: at the top dose activity, negative = less viability, actives largely listed as cytotoxic; HT-1080-NT fibrosarcoma viability, CellTiter-Glo ATP luminescence, 48 h; hit rate 1.6% among 360,000;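 further: NT is the 2HG producing partner of a matched IDH1 knockdown line; potency means the concentration at half of the fitted maximal effect; 0% = DMSO-treated cells and -100% = media-only wells without cells; nearly all actives have a fitted effect of over 55% in size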
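Viability by CellTiter-Glo luminescence after 48 h compound exposure at 37C of HT-1080-NT cells (750/well, RPMI, 5% FBS). % activity scaled between DMSO wells and medium-only wells, then curve-fitted and categorized by curve class.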
MCF10A rerep = inducers of DNA re-replication in MCF 10A breast cells; Potency, µM (highest dose often 46.1 µM), for inactives: at the highest dose activity, positive = re-replication, actives largely listed as activators; hit rate 2.9% among 350,000; AID 624296; MCF 10A DNA re-replication, Hoechst nuclear intensity, 48 h; further: potency means the concentration at half of the fitted maximal effect; % of control where 0% means no effect; nearly all actives have a fitted effect of over 50% in size
IL1B secr inh = inflammasome signaling inhibition, IL-1 beta readout. THP-1 LPS/ATP IL-1B secretion, AlphaLISA, 16 h; hits give low values. activity change, % at 57.5 µM. hit rate 4.7% among 360,000. AID 743279; in the data active means activity change below about -50%; inconclusive means mostly about -30% to -49%; further: on the % scale 0 is the no-effect control and ±100 the full control effect
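Secreted IL-1B measured by AlphaLISA bead assay after 16 h compound exposure of THP-1 cells; compounds (final up to 57.5 uM) added 1 h before LPS (250 ng/mL) and ATP (1.25 mM) stimulation; lower signal means less secretion.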
ATXN2 expr inh = reduces ATXN2 reporter expression in HEK-293 cells. Potency, µM (top dose mostly 57 µM), for the others: top-dose activity change, negative = inhibition, usual class: inhibitors. HEK-293 ATXN2-luciferase reporter, luminescence, 24 h. hit rate 0.72% among 360,000. AID 1745845; further: potency means the concentration at half of the fitted maximal effect; on the % scale 0 is the no-effect control and ±100 the full control effect; nearly all actives have a fitted effect of over 55% in size
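ATXN2-luciferase reporter cells (luciferase flanked by upstream and downstream ATXN2 gene portions) were treated 24 h at 37 °C with compounds at up to 57 uM. SteadyGlo luminescence gave expression; GF-AFC fluorescence gave viability.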
HepG2 viability = counter-screen for TGF-b inhibitors: cytotoxicity in HepG2 cells; HepG2 CAGA-GFP viability, ATP luminescence, 18 h; Potency, µM (highest dose often 46.1 µM), for the others: at the top dose activity change, negative = cytotoxicity, most hits filed as cytotoxic; hit rate 0.76% among 410,000; further: potency means the concentration at half of the fitted maximal effect; some results filed as inactive show a strong effect at the top dose
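HepG2 CAGA-GFP cells (1000/well, DMEM with 1% FBS) received compound, then TGF-beta at 500 pg/mL final, and were incubated 18 hours at 37 degrees C. Viability was read by CellTiter-Glo luminescence. Media-only wells were set as complete cell-killing and DMSO as no toxicity.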
* marks the source's active call; other numbers are inactive results; i = inactive; ? = inconclusive; nt = not tested or not shown; [ ] = dose if it differs, or a comment. Unless noted, the call rests on the fitted dose curve; in most records, active means well fitted curve in the direction sought with a large enough effect; inconclusive means small, poorly fitted or top-dose-only effect, or another doubt; inactive means no such curve, though single readings can be large; an effect the other way counts as inactive or inconclusive.

1	COc1ccc(/C=C(/NC(=O)c2ccccc2)C(=O)N/N=C/c2ccncc2)c(OC)c1
2	O=C1NC(=Nc2ccccc2)c2ccc([N+](=O)[O-])cc21
3	COc1ccc(N(C)S(=O)(=O)c2cccc(C(=O)OC(C)C(=O)NC3CCCCC3C)c2)cc1 (stereo not given)
4	CCCCN(C=O)c1c(CC)nc2ccc(C(=O)N3CCN(c4ccccc4)CC3)cn12
5	COc1cc(OC)c(-c2nn3c(C4CCCCC4)nnc3s2)cc1OC
6	CCN(CC)c1ccc(S(=O)(=O)N2CCOCC2)cc1NC(=O)COC(=O)/C=C/c1ccc(O)c(OC)c1
7	CC1=C(C)C(=O)C(CCCCC#CCCCC#CCO)=C(C)C1=O
8	COc1ccccc1OC(C)C(=O)Nc1ccc2c(c1)OCCO2 (stereo not given)
Screen / compound no.,1,2,3,4,5,6,7,8
S2 tox,i,i,i,i,i,i,i,i
SW480 rerep,-3%,-4%,?,nt,-2%,-4%,?,-14%
HT1080 IDH1KD tx,5%,-1%,1%,-5%,?,-7%,-14%,7%
KB-3-1 cytotox,22%,0%,-1%,0%,?,-2%,0%,?
HT1080-NT tox,3%,-7%,3%,0%,5%,2%,-18%,5%
MCF10A rerep,5%,-4%,13%,nt,-5%,-1%,?,-2%
IL1B secr inh,-12,-11,6,-1,-8,-1,-20,-10
ATXN2 expr inh,6%,-13%,-5%,-7%,-9%,10%,?,15%
HepG2 viability,-20%,2%,1%,-13%,-4%,1%,-48%,10%

7 of these compounds in a different format:
entry | Structure | S2 tox | SW480 rerep | HT1080 IDH1KD tx | KB-3-1 cytotox | HT1080-NT tox | MCF10A rerep | IL1B secr inh | ATXN2 expr inh | HepG2 viability
2 | O=C1NC(=Nc2ccccc2)c2ccc([N+](=O)[O-])cc21 | i | -4% | -1% | 0% | -7% | -4% | -11 | -13% | 2%
3 | COc1ccc(N(C)S(=O)(=O)c2cccc(C(=O)OC(C)C(=O)NC3CCCCC3C)c2)cc1 (stereo not given) | i | ? | 1% | -1% | 3% | 13% | 6 | -5% | 1%
4 | CCCCN(C=O)c1c(CC)nc2ccc(C(=O)N3CCN(c4ccccc4)CC3)cn12 | i | nt | -5% | 0% | 0% | nt | -1 | -7% | -13%
5 | COc1cc(OC)c(-c2nn3c(C4CCCCC4)nnc3s2)cc1OC | i | -2% | ? | ? | 5% | -5% | -8 | -9% | -4%
6 | CCN(CC)c1ccc(S(=O)(=O)N2CCOCC2)cc1NC(=O)COC(=O)/C=C/c1ccc(O)c(OC)c1 | i | -4% | -7% | -2% | 2% | -1% | -1 | 10% | 1%
7 | CC1=C(C)C(=O)C(CCCCC#CCCCC#CCO)=C(C)C1=O | i | ? | -14% | 0% | -18% | ? | -20 | ? | -48%
8 | COc1ccccc1OC(C)C(=O)Nc1ccc2c(c1)OCCO2 (stereo not given) | i | -14% | 7% | ? | 5% | -2% | -10 | 15% | 10%

Continued:
9	O=C(O)c1[nH]c2ccccc2c1C(c1cc(Br)ccc1O)c1c(C(=O)O)[nH]c2ccccc12
10	CC(C)[C@H](NS(=O)(=O)c1ccc(Cl)cc1)C(=O)OCC(=O)c1c(N)n(C)c(=O)n(C)c1=O
11	COc1ccc(OC)c(NC(=O)CN2C(=O)C3(OCCCO3)c3ccccc32)c1
12	O=Cc1ccc(N2CCCC2)c([N+](=O)[O-])c1
13	COc1ccnc(Oc2ccc(F)cc2)c1C(=O)N/C=N/OCc1ccc(F)cc1Cl
14	Cc1ccc(NC(=O)c2ccccc2-c2ccccc2C(=O)O)cc1
15	COc1cccc(NC(=O)CNS(=O)(=O)c2ccc3nc(C)sc3c2)c1
16	O=C(Cn1cc([N+](=O)[O-])cn1)NCc1ccc(-n2cccn2)cc1
Screen / compound no.,9,10,11,12,13,14,15,16
S2 tox,?,?,i,i,i,i,i,i
SW480 rerep,-1%,-27%,-8%,-6%,?,-3%,-6%,-1%
HT1080 IDH1KD tx,0%,-1%,-22%,-8%,-14%,19%,-8%,2%
KB-3-1 cytotox,4%,12%,4%,8%,1%,3%,7%,9%
HT1080-NT tox,-2%,0%,6%,-3%,3%,2%,6%,19%
MCF10A rerep,0%,-5%,21%,1%,1%,-2%,-9%,0%
IL1B secr inh,32,15,5,0,-64*,21,3,-5
ATXN2 expr inh,nt,-10%,1%,-25%[11.3 µM],-9%,0%,-5%,-7%
HepG2 viability,-11%,-9%,-2%,-3%,-3%,0%,13%,0%

17	Cc1cccc(N(Cc2ccccc2)C(=O)c2ccc(C)c(S(=O)(=O)N3CCOCC3)c2)c1
18	CN(C1CCCCC1)S(=O)(=O)c1ccc(=S)[nH]c1
19	CCOC(=O)C1=C(c2ccccc2)NC(SCC(=O)Nc2ccc(C)cc2)=C(C#N)C1c1ccco1 (stereo not given)
20	O=C(/C=C/c1ccccc1)Nc1nc(-c2ccncc2)cs1
21	CCOC(=O)Nc1ccc2c(c1)N(C(=O)CN1CCN(C)CC1)c1ccccc1CC2
22	CC(C)NC(=O)NNC(=O)Cn1nnc(-c2cccc(Cl)c2Cl)n1
23	COc1ccccc1NS(=O)(=O)c1ccc(/C=C/C(=O)O)cc1
24	Cc1ccc(C2(C(F)(F)F)NC(=O)N3CCN=C3S2)cc1 (stereo not given)
Screen / compound no.,17,18,19,20,21,22,23,24
S2 tox,i,?,i,?,i,i,i,i
SW480 rerep,-27%,-9%,?,28%,0%,-3%,-5%,-7%
HT1080 IDH1KD tx,-11%,9%,?,?,2%,-3%,8%,0%
KB-3-1 cytotox,0%,-21%,0%,1%,-2%,?,-18%,?
HT1080-NT tox,10%[9.24 µM],8%,?,?,1%,-5%,17%,0%
MCF10A rerep,8%,2%,16%,9%,4%,-3%,-7%,-1%
IL1B secr inh,0,6,-3,38,?,-11,0,nt
ATXN2 expr inh,-26%,3%,-13%,-38%,2%,14%,1%,-3%
HepG2 viability,-17%,-1%,-38%,6%,-14%,-1%,6%,-2%

25	Cc1cc(Br)cnc1NC(=S)Nc1ccc(F)cc1F
26	Cc1nn(C)c(C)c1/C=N/NC(=O)C(C)(C)Oc1ccc(Cl)cc1
27	CN1CCN(C(=O)c2ccc3c(c2)N(Cc2c(F)cccc2Cl)C(=O)c2ccccc2S3)CC1
28	CCN(CC)c1ccc(NC(=O)COC(=O)C2CCN(c3ccc(C(F)(F)F)cn3)CC2)cc1
29	Cc1cc(C)nc(NC(=O)NS(=O)(=O)Nc2ccc(Br)cn2)n1
30	Nn1c(SCC(=O)N2CCCc3ccccc32)nncc1=O
31	O=C(N/N=C/c1cccs1)c1ccc2ccccc2c1
32	CC1(c2nnc(-c3cccc(Cl)c3)o2)CC(c2ccc(C#N)cc2)=NO1 (stereo not given)
Screen / compound no.,25,26,27,28,29,30,31,32
S2 tox,i,i,i,i,i,i,?,i
SW480 rerep,1%[1.84 µM],-9%,nt,-11%,-10%,0%,?,-1%
HT1080 IDH1KD tx,-4%,12%,nt,-9%,9%,17%,-14%,13%
KB-3-1 cytotox,2%,20%,-12%,0%,-3%,8%,21µM*,2%
HT1080-NT tox,-5%,12%,nt,-3%,13%,9%,?,18%
MCF10A rerep,-24%,0%,nt,1%,-3%,?,23µM*,0%
IL1B secr inh,-24,13,nt,-1,8,9,-19,-10
ATXN2 expr inh,-5%,7%,-30%,7%,1%,23%,6%,-13%
HepG2 viability,-23%,7%,-41%,10%,2%,3%,2%,-16%

33	CCN1CCC(=NNC(=O)CC23CC4CC(CC(C4)C2)C3)CC1
34	O=C(Nc1cccc2ncccc12)c1ccco1
35	CCOC(=O)c1ccccc1NC(=O)c1nn(-c2ccc(OC)c(Cl)c2)c(=O)c2c1c1ccccc1n2C
36	O=C(O)CCC(=O)N(Cc1ccco1)C1CC(=O)N(c2ccccc2)C1=O (stereo not given)
37	COc1cc(C(=O)NCCC(=O)NC2CCCCC2)cc(OC)c1OC
38	Cc1ccc(C(=O)N/C(=C\c2ccc(-c3ccccc3[N+](=O)[O-])o2)C(=O)NCCN(C)C)cc1
39	Cc1ccc(OCC(=O)Nc2ccc3c(c2)C(=O)NC3=O)c(C)c1
40	O=C(Nc1ccc(Cl)cc1C(=O)Nc1ccc(Br)cn1)c1ccco1
Screen / compound no.,33,34,35,36,37,38,39,40
S2 tox,i,i,i,i,?,?,i,i
SW480 rerep,0%,-1%,nt,3%,10%,2.9µM*,3%,6%
HT1080 IDH1KD tx,13%,12%,nt,12%,27%,-28%,1%,?
KB-3-1 cytotox,-2%,12%,2%,16%,28%,-1%,6%,1%
HT1080-NT tox,4%,0%,nt,7%,16%,?,-3%,-16%
MCF10A rerep,23%,1%,nt,-3%,0%,-2%,-5%,29%
IL1B secr inh,5,3,nt,2,6,-16,20,-18
ATXN2 expr inh,7%,-3%,6%,-4%,8%,-31%,-12%,1%
HepG2 viability,-1%,-3%,-18%,-2%,1%,-47%,-12%,-22%

41	N#CCCN(Cc1cccnc1)S(=O)(=O)c1ccc(S(=O)(=O)NC2CCCCC2)cc1
42	Cc1ccc(C(=O)NCCc2ccc(S(N)(=O)=O)cc2)o1
43	C=C1CC[C@@H]2[C@](C)(CCC[C@@]2(C)/C=C/[C@@H](O)C(C)(C)O)[C@H]1CC(=O)NCCS(=O)(=O)O
44	COc1ccc2[nH]c(=O)c(CNc3ccccc3)cc2c1
Screen / compound no.,41,42,43,44
S2 tox,i,i,i,i
SW480 rerep,1%,-20%,?,-3%
HT1080 IDH1KD tx,-3%,12%,18%,-1%
KB-3-1 cytotox,-18%,5%,21%,?
HT1080-NT tox,-9%,?,17%,-1%
MCF10A rerep,-2%,-14%,0%,?
IL1B secr inh,1,2,5,-6
ATXN2 expr inh,-1%,18%,10%,27%
HepG2 viability,1%,1%,6%,-22%

An unsorted share of the library. About 8.9% of those tested had a hit in this group.
